# cardiac RTF act: cardiac RTF calcium sensitivity activators, primary screen, biochemical, IANBD-TnC fluorescence, EC20 calcium; activation, % at 7.2 µM; Troponin I, cardiac muscle (Homo sapiens) + Troponin T, cardiac muscle (Homo sapiens) + …; IANBD-labeled TnC RTF fluorescence at EC20 calcium; 0% EC20 calcium, 100% full calcium; 340,000 compounds, 0.24% hits;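 active means activation above the mean over all tested compounds plus 3 SD, cut at about 30% in these data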;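 further: rise in fluorescence read as greater calcium sensitivity of cardiac thin filaments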
# Keap1 Nrf2 FP: Keap1-Nrf2 protein-protein interaction inhibitors, primary screen, biochemical, fluorescence polarization, single point; inhibition, % at 9.4 µM; AID 504523, 2011; 340,000 compounds, 0.15% hits; Keap1 Kelch-Nrf2 peptide fluorescence polarization, 1536-well; in the data active means inhibition above about 12%;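 further: human Keap1 Kelch domain with fluorescein labeled Nrf2 9mer peptide probe; 0% = neutral control wells and 100% = peptide positive control; higher means more block of Keap1 binding to Nrf2 peptide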
# CAL PDZ FP-1: CAL PDZ peptide-binding inhibitors, primary screen, biochemical, fluorescence polarization, Cer-tagged CAL PDZ, HTS; inhibition, % at 20 µM; purified CAL PDZ, TMR-peptide fluorescence polarization, 1 h; 330,000 compounds, 0.02% hits; AID 504414, 2011;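 active means highest replicate inhibition of at least 40%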;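 further: plate controls were DMSO neutral control wells for no effect and unlabeled competitor peptide control wells for full effect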
#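 Assay system – tagged CAL PDZ protein CerCALP, purified · Timing – 1 h at RT · Compound – single point, 20 µM · Measured by – fluorescence polarization from S- and P-plane intensities, G-factor corrected · Evaluation – inhibition from polarization loss · Probe or stimulus – TMR reporter peptide T*-PRC34 · Buffer or medium – pH 7.4 phosphate-saline buffer, reducing agent, detergent, IgG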
# CAL PDZ FP-2: untagged CAL PDZ binding inhibitors, primary screen, biochemical, fluorescence polarization, HTS; 300,000 compounds, 0.92% hits; Golgi-associated PDZ and coiled-coil motif-containing protein (Homo sapiens), Q9HD26; purified CAL PDZ, TMR-peptide fluorescence polarization, 1 h; inhibition, % at 24.9 µM; AID 602252, 2012;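 active means mean inhibition of at least 30% with at least half of replicates also reaching 30%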;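 further: 0% = DMSO neutral control and 100% = excess unlabeled competitor peptide PRC23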
# C-LANA FP: inhibitors of KSHV C-LANA binding to DNA, primary screen, biochemical, fluorescence polarization, FAM-LBS DNA, MBP-C-LANA, single point | Kaposi's sarcoma herpesvirus LANA C-terminal domain (residues 932-1162) DNA binding | AID 504423, 2011 | inhibition, % at 9 µM | 340,000 compounds, 0.078% hits;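 active means highest replicate inhibition at or above 60% at 9 µM, even if other replicates fall short; inactive means all replicates below 60% inhibition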;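 further: 0% = neutral control wells and 100% = 4 µM acridine orange control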
# PKA-R2B act: activators of PKA-R2B holoenzyme, primary screen, biochemical, fluorescence polarization, Cy5-IP20, human; cAMP-dependent protein kinase catalytic subunit beta (Homo sapiens) + cAMP-dependent …; PKA-R2B holoenzyme dissociation; R2B truncated from residue 108, S112A mutant; 0% DMSO only, 100% 113 µM cGMP; activation, % at 11.4 µM; 340,000 compounds, 0.079% hits;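 active means activation above a cutoff set at the mean over all compounds plus 3 SD, cut at about 18% in these data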;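 further: higher means more holoenzyme dissociation and a rise in polarization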
# DAGLB inh: DAGLB lipase inhibitors, primary screen, biochemical, fluorescence, HTS; Diacylglycerol lipase-beta (Homo sapiens), Q8NCG7; HEK293T DAGLB membrane lysate, EnzChek fluorogenic substrate; inhibition, % at 5.17 µM; 340,000 compounds, 0.059% hits; AID 504411, 2011; in the data active means inhibition above about 34%;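 further: 0% = enzyme with vehicle and 100% = wells lacking enzyme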
# Target sequence (Q8NCG7 whole entry, looked up): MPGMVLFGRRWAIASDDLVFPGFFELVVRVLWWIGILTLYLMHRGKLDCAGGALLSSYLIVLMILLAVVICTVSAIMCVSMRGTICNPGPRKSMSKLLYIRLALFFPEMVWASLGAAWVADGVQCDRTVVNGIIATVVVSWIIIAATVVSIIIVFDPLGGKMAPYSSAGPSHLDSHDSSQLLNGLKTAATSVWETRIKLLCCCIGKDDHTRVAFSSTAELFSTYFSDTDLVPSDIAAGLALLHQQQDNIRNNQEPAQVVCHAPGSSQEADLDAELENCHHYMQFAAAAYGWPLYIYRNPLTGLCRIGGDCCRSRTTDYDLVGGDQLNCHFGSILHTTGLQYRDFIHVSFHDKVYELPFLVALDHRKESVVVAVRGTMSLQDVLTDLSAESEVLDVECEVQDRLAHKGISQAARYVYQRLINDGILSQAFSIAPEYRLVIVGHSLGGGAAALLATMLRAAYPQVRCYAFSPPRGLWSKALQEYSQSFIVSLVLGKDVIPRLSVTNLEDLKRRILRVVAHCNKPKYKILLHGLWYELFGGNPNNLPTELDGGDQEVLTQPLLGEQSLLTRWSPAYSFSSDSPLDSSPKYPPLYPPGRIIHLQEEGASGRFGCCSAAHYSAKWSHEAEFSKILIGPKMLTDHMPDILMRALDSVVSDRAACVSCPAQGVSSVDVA
# SR-BI DiI-HDL act: activators of SR-BI mediated DiI-HDL uptake, primary screen, ldlA[mSR-BI] CHO cells, DiI fluorescence; 320,000 compounds, 0.096% hits; AID 504775, 2011; 3 h; 100 = double the neutral-control signal; activation, % at 12.5 µM;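 active means mean replicate activation of at least 60% and every replicate at or above 60%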;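 further: 0% = median plate neutral-control signal and 100% = twice that signal; values of inactives mirror those of a sister screen read the other way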
#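 Material: SR-BI-overexpressing, LDLR-lacking CHO cells; schedule: compound exposure 3 h, 37 °C; reagent: DiI-labelled HDL at 10 µg/mL final; technique: bottom-read fluorescence, 550/595 nm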
# Cardiac RTF inh: cardiac RTF calcium sensitivity inhibitors, primary screen, biochemical, IANBD-TnC fluorescence, EC70 calcium; IANBD-labeled cardiac RTF, Ca2+ fluorescence; inhibition, % at 7.15 µM; 340,000 compounds, 0.12% hits; AID 493244, 2011;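 active means inhibition above the mean inhibition of all tested compounds plus 3 SD, cut at about 17% in these data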;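 further: assay run at fixed EC70 calcium of 1.6 mM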
# Rtt109 HAT inh: inhibitors of C. albicans Rtt109/Vps75 HAT, primary screen, biochemical, ThioGlo CoA-SH fluorescence, plate reader; purified Rtt109/Vps75, 4 h; inhibition, % at 34.9 µM; 330,000 compounds, 0.16% hits; AID 540336, 2011;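 active means inhibition of at least 50% in every replicate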
# Target sequence (Q5AAJ8 whole entry, looked up): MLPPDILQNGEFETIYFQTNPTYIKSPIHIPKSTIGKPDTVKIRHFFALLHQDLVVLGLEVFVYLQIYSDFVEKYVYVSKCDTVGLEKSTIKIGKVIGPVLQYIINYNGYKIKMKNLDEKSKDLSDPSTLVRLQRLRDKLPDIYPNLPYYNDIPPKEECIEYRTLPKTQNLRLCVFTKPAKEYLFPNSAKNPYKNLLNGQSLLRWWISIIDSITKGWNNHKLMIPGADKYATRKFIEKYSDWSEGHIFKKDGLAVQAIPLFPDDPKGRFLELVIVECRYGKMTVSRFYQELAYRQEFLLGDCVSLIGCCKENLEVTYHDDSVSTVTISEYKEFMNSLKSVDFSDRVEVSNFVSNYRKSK
# Numbers without * were called inactive; · = no result given.
SMILES,cardiac RTF act,Keap1 Nrf2 FP,CAL PDZ FP-1,CAL PDZ FP-2,C-LANA FP,PKA-R2B act,DAGLB inh,SR-BI DiI-HDL act,Cardiac RTF inh,Rtt109 HAT inh
CCOC(=O)c1c(C)[nH]sc1=S,-1,-5,-2.2,0,-1.7,-8,0,15,7,4
CCOc1ccc(S(=O)(=O)n2cnc3cc(C)c(C)cc32)cc1,-4,5,-2.0,-2,1.1,6,0,18,-2,33
Cc1cc(C(=O)CSc2nc3ccccc3n2CCC#N)c(C)n1Cc1cccs1,8,1,-2.7,-4,1.6,4,1,3,-4,-1
CC(=O)c1c(C)[nH]c(C(=O)OCC(=O)Nc2cc(C(F)(F)F)ccc2N2CCOCC2)c1C,1,1,·,-7,0.6,-6,1,-72,2,24
CC(=O)Nc1ccc(S(=O)(=O)NNC(=O)COc2cccc(C)c2)cc1,-3,0,0.3,1,-3.4,11,2,-1,-2,8
CCN(C(=O)c1cccnc1)c1ccccc1,-4,2,-2.8,-1,0.6,4,1,15,-3,3
Cc1nc2ccccc2nc(C)c1=NOCc1cccc(F)c1,-1,1,-1.4,-5,1.2,-4,-2,-2,-5,-4
O=c1c2nccnc2[nH]c(=S)n1Cc1ccccc1,-2,1,-1.0,·,0.9,-5,-4,·,5,-3
COc1ccc(CCNc2oc(-c3ccc(OC)c(OC)c3)nc2C#N)cc1,-6,-1,2.4,-5,-0.4,-10,-6,-31,3,1
CC1(C)CC(=O)C=C(c2ccc3[nH]ccc3c2)C1,-3,-3,-0.8,-3,-0.6,-9,3,-12,1,7
O=C(O)c1csc(-n2nc(-c3ccccc3)cc2C(F)(F)F)n1,-1,-1,-8.5,-3,0.2,-9,1,8,-4,8
COc1cc(NS(=O)(=O)c2ccc(N/C=C(\C#N)c3nc4cc(Cl)ccc4o3)cc2)nc(OC)n1,-1,-8,-1.9,-2,-1.9,5,6,-17,-9,17
CS(=O)(=O)N1N=C(c2cccs2)CC1c1ccccc1O (centres undefined),2,-5,-1.0,-3,-1.6,1,-3,6,-8,-7
CCOC(=O)C1CCN(C(=O)Nc2ccc3c(c2)nc(C)n3C)CC1,11,-2,-0.5,-5,-1.3,-10,1,-2,-5,-5
O=C(Nc1ccccc1)N1N=CCC1c1ccccc1 (centres undefined),6,3,-2.5,0,1.5,2,-4,5,-13,-1
Cc1ccc(C2SCCN2C(=O)c2ccc([N+](=O)[O-])cc2)cc1 (centres undefined),-1,5,0.6,1,-1.3,-3,-3,-17,-16,5
CCOc1cccc2sc(NN)nc12,3,-1,-0.2,-9,-1.9,-7,5,-59,-11,5
CCOC(=O)C(Oc1ccc2c(-c3ccccc3)cc(=O)oc2c1C)c1ccccc1 (centres undefined),1,-4,-2.7,-1,-0.8,-5,-2,-49,-24,-2
CC(=O)N(CC(=O)Nc1nn(-c2ccccc2)nc1C(N)=O)Cc1ccccc1,3,-5,-1.5,0,0.3,-6,-1,3,0,8
O=[N+]([O-])c1ccc(N/N=C/c2cccc(O)c2)cc1,3,-7,0.5,-2,-3.3,-6,3,-54,-5,7
CC1CCN(CC(=O)Nc2ccc(S(=O)(=O)N3CCCCC3)cc2)CC1,-10,-4,-0.1,8,-0.5,-7,-1,22,0,11
COC(=O)C1SCC2C(=O)N(Cc3ccc(Cl)c(Cl)c3)CC(=O)N21 (centres undefined),2,-1,-2.5,-2,-1.9,3,2,-17,-2,-2
CCSc1nc2ccc(C)cc2cc1C#N,4,·,-0.5,-2,·,5,-5,-32,-1,-7
O=C(Cn1cc([N+](=O)[O-])cn1)Nc1nc2ccccc2s1,-3,-4,-2.0,-2,0.5,-8,2,33,-1,10
COc1ccc(CCC(C)NCc2ccc(Cl)c(Cl)c2)cc1 (centres undefined),-2,-1,-1.7,5,-1.3,-8,-5,-21,-5,4
O=C1[C@@H]2C(c3cccnc3)=NO[C@@H]2C(=O)N1c1ccc(Br)cc1,2,6,0.2,·,1.5,6,1,-12,3,0
CCCCc1[nH]c(=O)c(C#N)c2c1CSC(C)(C)C2,2,-2,0.7,11,4.5,10,4,10,0,5
Cn1c(N)c(S(=O)(=O)N2CCN(c3cccc(Cl)c3)CC2)c(=O)n(C)c1=O,-6,-6,-1.8,-1,0.0,-4,3,0,2,-5
CCC(=O)N1CCCc2cc(S(=O)(=O)NCc3cccs3)ccc21,-1,-4,-0.2,-5,-0.1,-3,0,5,-6,-5
CCOC(=O)c1ccccc1NC(=O)c1ccc(Cl)c(S(=O)(=O)N2CCOCC2)c1,-1,3,-1.3,-3,0.9,-4,-1,-52,-2,11
C/C(CCc1ccc2c(c1)OCO2)=N\NC(=S)NC(C)C,-6,-3,13,-1,1.5,10,-2,-77,-3,-1
Cc1cc(=O)[nH]c(N/N=C/c2ccc(-c3ccc(F)cc3)o2)n1,-4,1,0.0,-1,1.1,-6,5,-22,9,-6
O=c1c2[nH]c3ccc(F)cc3c2ncn1CCCn1ccnc1,5,-10,-0.8,-2,-1.9,4,-1,5,-6,5
O=S(=O)(c1ccc(N2CCCC2c2nc3ccccc3s2)nc1)N1CCOCC1 (centres undefined),8,-1,-0.9,·,1.3,9,1,4,9,3
Cc1ccc(NC(=O)C2CCCN(C(=O)c3ccc(Cl)cc3)C2)c(C)c1 (centres undefined),0,2,0.0,·,-4.2,14,0,-11,-4,-2
COC(=O)[C@]1(C)N[C@H](c2ccc(SC3CCCCC3)c(OC)c2)[C@@H]2C(=O)N(C)C(=O)[C@@H]21,1,2,-2.3,-2,-1.1,0,1,3,-6,-1
O=S(=O)(c1ccc(N2CCN(c3ccc(F)cc3)CC2)cc1)N1CCCC1,4,-2,-0.1,·,-0.2,13,-3,-25,-9,-2
Clc1ccc(C(CCN2CCCC2)Cc2ccccc2)cc1 (centres undefined),4,-4,-2.5,-2,0.8,-3,-3,·,0,·
CC(C)Oc1ccc(C(=O)Nc2cc(S(=O)(=O)N3CCOCC3)ccc2N2CCOCC2)cc1,-11,0,-2.9,-3,-0.1,-10,-1,5,-3,1
Cc1ccccc1C(=O)NNC1CC(=O)N(c2ccc3c(c2)OCCO3)C1=O (centres undefined),-1,-2,-1.5,-7,-1.8,-14,-2,45,13,9
O=C(O)CN1CCc2ccccc2C1,-1,-1,-0.2,3,-1.8,7,-1,1,0,-16
CCn1c(SCC(=O)NC2CCCCC2)nnc1-c1ccccn1,1,3,0.6,-1,-1.9,2,0,22,-12,5
COc1ccc(N2C(=O)CC(C3CCCO3)C2=O)cc1 (centres undefined),0,1,-0.9,1,-0.1,-8,2,25,-8,-5
Cc1ccc(C(=O)N2CCC(C(=O)NC3CCCCCC3)CC2)cc1,3,0,-0.9,-3,-0.8,1,0,·,6,-10
CCC1(C)Cc2c(sc3c2c2ncnn2c2nnc(SCC(=O)NCc4ccco4)n32)CO1 (centres undefined),0,-1,·,-6,3.1,-7,1,8,-9,-4
Clc1ccc(Nc2ncnc3ccc(Br)cc23)cc1,6,0,-7.1,-2,-2.7,1,-8,-28,-11,3
COc1ccc(N(C)C(=S)Nc2ccc3nc(C)c(C)nc3c2)cc1,3,-2,-1.2,-4,-0.9,4,-1,-10,-1,-5
O=C(NCc1ccco1)C1(c2ccc(Br)cc2)CCCC1,-2,0,-0.5,·,0.5,-5,-3,22,0,-2
COc1ccc(N2C(=O)CSC2c2ccc([N+](=O)[O-])cc2)cc1 (centres undefined),10,-4,1.4,-3,3.1,1,-1,5,-5,-2
COCCSc1ccccc1C(=O)N1CCCC(C)C1 (centres undefined),-3,1,-0.2,·,0.4,-7,-1,20,0,-1
# Next compounds.
SMILES,cardiac RTF act,Keap1 Nrf2 FP,CAL PDZ FP-1,CAL PDZ FP-2,C-LANA FP,PKA-R2B act,DAGLB inh,SR-BI DiI-HDL act,Cardiac RTF inh,Rtt109 HAT inh
COc1ccc(/C=C\C(=O)NCc2ccc3c(c2)cc(C)n3C)cc1OC,-2,-3,0.3,-2,0.4,0,1,-73,-7,4
O=C(c1ccc(S(=O)(=O)N2CCOCC2)cc1)N(c1ccccn1)C1CCCCC1,9,-3,0.2,-2,0.2,-1,-2,13,-8,21
COc1ccc2oc(C(=O)OCC(=O)Nc3cc(S(=O)(=O)N4CCOCC4)ccc3OC)c(C)c2c1,-10,0,-2.3,-5,0.8,-12,-4,-21,-10,-3
COc1cc(Nc2c3ccccc3nc3ccccc23)cc(OC)c1OC,-2,-2,0.4,3,-3.2,0,8,-40,2,0
CC1CCN(c2ccc3nnc(CCC(=O)NCc4ccco4)n3n2)CC1,-4,2,-1.3,-4,-0.6,8,2,5,0,6
O=c1c2ccccc2nnn1CSc1ccccc1F,9,-5,-3.6,-1,-0.7,-1,-3,4,-9,-10
COc1ccc(-c2nc(C)ncc2-c2ccccc2)c(O)c1,-2,1,-0.5,-5,-1.5,-18,-5,-37,-6,2
COC(=O)c1c(NC(=O)COC(=O)[C@@H](NS(=O)(=O)c2ccc(C)cc2)C(C)C)sc2c1CCC2,-4,-1,-0.4,-1,-0.3,0,-9,-23,16,6
Cc1c(C(=O)O)cccc1[N+](=O)[O-],3,-3,-0.4,-3,-2.5,-8,0,4,-1,-3
O=C(CCC1CCCC1)NCCS(=O)(=O)N1CCN(c2ccccc2F)CC1,-5,0,-0.7,·,0.3,2,-4,9,-16,0

# In a second layout: results already given
SMILES | cardiac RTF act | Keap1 Nrf2 FP | CAL PDZ FP-1 | CAL PDZ FP-2 | C-LANA FP | PKA-R2B act | DAGLB inh | SR-BI DiI-HDL act | Cardiac RTF inh | Rtt109 HAT inh
COc1ccc(/C=C\C(=O)NCc2ccc3c(c2)cc(C)n3C)cc1OC | -2 | -3 | 0.3 | -2 | 0.4 | 0 | 1 | -73 | -7 | 4
O=C(c1ccc(S(=O)(=O)N2CCOCC2)cc1)N(c1ccccn1)C1CCCCC1 | 9 | -3 | 0.2 | -2 | 0.2 | -1 | -2 | 13 | -8 | 21

# Screening results from PubChem BioAssay.
